tim23-1 inh = growth inhibitors of tim23-1 mutant yeast, primary screen, luminescence, uHTS; S. cerevisiae tim23-1 growth, BacTiter-Glo luminescence, 24 h; inhibition, % at 20 µM; actives 1.3% (n = 330,000); AID 463212, 2010;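 active = growth inhibition of the mutant yeast at or above 50%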;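 note: temperature-sensitive mutant grown at 25 °C; plate controls were DMSO-treated mutant yeast for no effect and medium wells lacking yeast for full effect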
APJ ag = agonists of human apelin receptor APJ, primary screen, CHO-K1 cells, PathHunter beta-arrestin, luminescence. P35414. activation, % at 20 µM. 0% DMSO wells, 100% apelin. actives 0.11% (n = 330,000);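 active = activation more than six SD over the plate average, tested at 20 µM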;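 note: 0% = DMSO alone and 100% = apelin-13 at 10 nM; some results filed as inactive read as strong as hits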
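Test system: CHO-K1 APJ beta-arrestin complementation cell line | Compound: Single test compound dose, 20 µM final, 1% DMSO | Incubation: Compound 90 min 25 °C, reagent 1 h | Measured by: beta-gal luminescence | Read-out basis: APJ–arrestin association signal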
UPR XBP1 act = activators of adaptive XBP1 UPR arm, primary screen, cell-based, CHO-XBP1 luciferase reporter, luminescence, uHTS; actives 0.33% (n = 330,000); activation, % at 20 µM; IRE1-XBP1 UPR activation; percent of tunicamycin response, DMSO as zero;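 active = versus positive control, 20 µM dose yields 30% or more activation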;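 note: 100% = tunicamycin at 10 µg/mL and 0% = DMSO only wells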
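Material: CHO-XBP1 cells stably carrying IRE1-XBP1-driven luciferase reporter / Amount: 1000 cells per well / Compound: 20 µM, 1% DMSO / Times: 6 h treatment, 37 °C / Detection: luciferase luminescence / Measure: % activation of reporter signal versus tunicamycin and DMSO controls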
CCR6 antagonist = CCR6 receptor antagonists, primary screen, cell-based, CHO-K1, luminescence, beta-arrestin, uHTS; actives 0.49% (n = 340,000); CHO-K1 CCR6 PathHunter beta-arrestin, CCL20-stimulated; inhibition, % at 20 µM; C-C chemokine receptor type 6 (Homo sapiens), P51684;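 active = compounds whose inhibition of the agonist-driven luminescence signal at 20 µM reaches about 50%, limit read from the data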;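 note: cells stimulated with CCL20 at 14 nM final; plate controls were DMSO with CCL20 for no effect and DMSO without agonist for full effect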
CXCR6 block = CXCR6 receptor inhibitors, primary screen, cell-based, beta-arrestin, luminescence, CHO-K1 PathHunter, 1536-well | actives 0.36% (n = 360,000) | inhibition, % at 20 µM | AID 602244, 2012 | C-X-C chemokine receptor type 6 (Homo sapiens), O00574; in the data active = inhibition above about 34%, passing the limit was not always enough;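 note: antagonist mode with CXCL16 agonist at 10 nM final; 0% = 10 nM CXCL16 with DMSO and 100% = unstimulated wells without agonist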
UPR CHOP act = activators of apoptotic CHOP UPR arm, primary screen, cell-based, CHO-CHOP luciferase reporter, luminescence, uHTS | actives 0.34% (n = 330,000) | UPR activation; percent of tunicamycin response over DMSO baseline | AID 449763, 2010 | activation, % at 10 µM;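 active = at 10 µM dose, activation of 40% or more, normalized to positive control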;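 note: 100% = tunicamycin at 10 µg/mL and 0% = DMSO alone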
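Test system: CHO-CHOP cells, stable luciferase reporter of PERK-eIF2a-CHOP signalling | Quantity: 500 CHO-CHOP cells per well | Buffer or medium: F12 plus 10% serum | Compound dosing: 10 µM single point, 0.5% DMSO | Schedule: 6 h compound treatment, 37 °C | Signal: Luciferase luminescence | Control set: Tunicamycin high control, DMSO low control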
EBI2 antag = EBI2 receptor antagonists, beta-arrestin recruitment, primary screen, cell-based, luminescence, 7a,25-OHC stimulation, uHTS. inhibition, % at 5 µM. AID 651636, 2012. actives 0.81% (n = 360,000). 7a,25-OHC stimulated; in the data active = inhibition above about 38%;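 note: enzyme fragment complementation signal reports receptor beta-arrestin coupling in cells; 0% = agonist plus DMSO wells and 100% = wells without agonist; some results beyond the cut were filed as inactive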
Mdm2 MdmX PPI = inhibitors of human Mdm2-MdmX association, primary screen, cell-based, luminescence, split luciferase, SaOS-2, uHTS. inhibition, % at 8 µM. Protein Mdm4 (Homo sapiens) + E3 ubiquitin-protein ligase Mdm2 (Homo sapiens), …. SaOS-2 split-luciferase Mdm2/MdmX complementation. actives 3% (n = 330,000);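 active = inhibition of at least 50% at 8 µM in the primary screen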
Target sequence (O15151 whole entry, looked up): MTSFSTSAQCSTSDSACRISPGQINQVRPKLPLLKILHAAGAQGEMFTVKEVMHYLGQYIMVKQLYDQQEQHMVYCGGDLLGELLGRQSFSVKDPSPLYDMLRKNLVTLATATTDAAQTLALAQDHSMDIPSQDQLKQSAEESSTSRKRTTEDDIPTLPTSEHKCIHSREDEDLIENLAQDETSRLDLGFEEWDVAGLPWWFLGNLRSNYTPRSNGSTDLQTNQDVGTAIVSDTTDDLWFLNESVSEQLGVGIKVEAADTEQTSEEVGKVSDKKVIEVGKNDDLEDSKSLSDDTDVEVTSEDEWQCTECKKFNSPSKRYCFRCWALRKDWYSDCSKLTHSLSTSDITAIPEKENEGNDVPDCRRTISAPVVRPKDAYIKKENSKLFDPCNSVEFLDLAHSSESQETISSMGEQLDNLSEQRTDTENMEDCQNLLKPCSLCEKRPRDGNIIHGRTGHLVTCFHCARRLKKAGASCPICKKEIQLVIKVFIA
Target sequence (Q00987 whole entry, looked up): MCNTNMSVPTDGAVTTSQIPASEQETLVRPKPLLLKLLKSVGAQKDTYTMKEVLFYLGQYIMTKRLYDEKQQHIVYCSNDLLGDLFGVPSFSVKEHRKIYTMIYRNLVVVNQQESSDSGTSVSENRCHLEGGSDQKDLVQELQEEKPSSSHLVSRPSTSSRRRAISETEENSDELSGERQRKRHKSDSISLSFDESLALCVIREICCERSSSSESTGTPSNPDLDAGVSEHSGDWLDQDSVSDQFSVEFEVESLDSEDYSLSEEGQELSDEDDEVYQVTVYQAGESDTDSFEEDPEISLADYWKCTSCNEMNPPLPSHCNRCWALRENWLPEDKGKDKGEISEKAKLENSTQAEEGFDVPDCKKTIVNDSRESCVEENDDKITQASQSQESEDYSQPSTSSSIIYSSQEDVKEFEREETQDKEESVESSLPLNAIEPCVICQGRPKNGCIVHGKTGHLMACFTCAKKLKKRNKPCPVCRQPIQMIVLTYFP
APJ antag = antagonists of human apelin receptor APJ, primary screen, CHO-K1 cells, beta-arrestin complementation, luminescence. P35414. inhibition, % at 20 µM. actives 0.32% (n = 330,000). AID 2521, 2010;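 active = inhibition above about 40% at 20 µM, limit read from the data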;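 note: cells challenged with 10 nM apelin-13 agonist together with compound; plate controls were apelin-13 plus DMSO wells for no effect and DMSO wells lacking apelin-13 for full effect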
* = called active by the depositor; · = not tested or not shown.

SMILES | tim23-1 inh | APJ ag | UPR XBP1 act | CCR6 antagonist | CXCR6 block | UPR CHOP act | EBI2 antag | Mdm2 MdmX PPI | APJ antag
Cc1cc(C)cc(OCC(=O)N2N=C(C(F)(F)F)CC2(O)C(C)(C)C)c1 (stereo not given) | 46 | 2 | -2 | 2 | -4 | -1.5 | 11 | 10 | 11
Cc1cc(NS(=O)(=O)c2ccc(NC(=O)C(C)Oc3cc(C)c(Cl)c(C)c3)cc2)no1 (stereo not given) | 18 | 1 | -5 | 13 | -4 | -1.1 | -2 | 7 | 6
C#CCn1c(=NC(=O)c2ccc(Cl)s2)sc2cccc(OC)c21 | 21 | -5 | 136* | 0 | 6 | 9.9 | 4 | 23 | 23
CCOC(=O)Cc1csc(NC(=S)NC(=O)c2ccc([N+](=O)[O-])cc2)n1 | 16 | 1 | 0 | -20 | 0 | -1.0 | -24 | 32 | -36
Cc1ccc(F)cc1NC(=O)c1c(-c2ccccc2)noc1C | 29 | -4 | 0 | 1 | 0 | 1.4 | 1 | 23 | 7
NC(=O)C1(N2CCCCC2)CCN(Cc2ccc(F)cc2)CC1 | -1 | -4 | -1 | -9 | -6 | -1.2 | 0 | 9 | 16
CCCC(=O)NC(C)c1nc2ccccc2n1C (stereo not given) | -8 | -1 | -1 | -1 | 1 | -1.1 | -7 | -6 | -22
COc1ccc2cc(C3(C)NC(=O)N(CC(=O)Nc4c(C)n(C)n(-c5ccccc5)c4=O)C3=O)ccc2c1 (stereo not given) | 0 | -4 | -3 | 0 | -2 | 1.8 | -7 | -1 | -5
O=C(Cn1cncn1)N/N=C/c1ccncc1 | -14 | -2 | -4 | 4 | 4 | -0.2 | -8 | 16 | -15
Cn1c(Cc2ccccc2)nnc1SCC(=O)c1cccs1 | 8 | -1 | -1 | 4 | 2 | 3.0 | -13 | -4 | 9
Cc1cc(C)c2c(c1)/C(=c1/sc3n(c1=O)CN(c1ccccc1)CN=3)C(=O)N2 | 15 | -4 | 190* | 6 | 10 | 102* | -1 | 57* | 9
O=C(CCCl)N(Cc1nc2ccccc2c(=O)[nH]1)Cc1cccs1 | -1 | -2 | -2 | 8 | -2 | -0.6 | -9 | 25 | -5

Profiles, quoted from the list:
`Cc1cc(C)cc(OCC(=O)N2N=C(C(F)(F)F)CC2(O)C(C)(C)C)c1` (stereo not given) in the list: tim23-1 inh: 46; APJ ag: 2; UPR XBP1 act: -2; CCR6 antagonist: 2; CXCR6 block: -4; UPR CHOP act: -1.5; EBI2 antag: 11; Mdm2 MdmX PPI: 10; APJ antag: 11
`Cn1c(Cc2ccccc2)nnc1SCC(=O)c1cccs1` in the list: tim23-1 inh: 8; APJ ag: -1; UPR XBP1 act: -1; CCR6 antagonist: 4; CXCR6 block: 2; UPR CHOP act: 3.0; EBI2 antag: -13; Mdm2 MdmX PPI: -4; APJ antag: 9

(cont.)
SMILES | tim23-1 inh | APJ ag | UPR XBP1 act | CCR6 antagonist | CXCR6 block | UPR CHOP act | EBI2 antag | Mdm2 MdmX PPI | APJ antag
CCNC(=O)C12CCC(C)(C(=O)C1Br)C2(C)C (stereo not given) | -2 | -1 | 3 | 5 | 3 | -0.3 | -11 | 12 | 5
CCn1cc(C(=O)NCCCN2CCCCCC2)c(=O)c2cc(S(=O)(=O)N3CCc4ccccc4C3)ccc21 | -39 | -1 | -4 | 29 | 13 | -1.0 | 3 | 28 | -30
CCC1Oc2ccccc2N(CC(=O)NCCCN2CCC(C)CC2)C1=O (stereo not given) | 3 | 1 | -6 | 1 | 0 | -0.6 | -3 | 14 | 12
CCn1c(/C=C/Nc2ccccc2)[n+](CC)c2ccc(Cl)cc21 | 17 | 0 | -2 | 6 | 2 | 1.8 | 5 | 31 | 18
CCc1cccc(C)c1NC(=O)CN1C(=O)NC(Cc2ccccc2)C1=O (stereo not given) | 5 | -2 | -3 | 5 | -1 | 0.5 | -4 | -11 | -4
CCN(CC)C(=O)Cc1c(O)c2ccccc2[nH]c1=O | -13 | -4 | -2 | 6 | 9 | -0.7 | -9 | -4 | 8
O=C(CN1C(=O)COc2ccc(S(=O)(=O)N3CCCC3)cc21)NC1CC1 | 13 | -1 | -3 | 4 | -2 | -0.1 | -17 | -24 | -13
Cc1nnc2ccc(N3CCN(c4cccc(C(F)(F)F)c4)CC3)nn12 | 20 | -1 | -3 | 2 | -7 | -1.4 | 2 | 13 | -68
COc1ccc(OCCC(=O)NC2CCCCC2)cc1 | 11 | -1 | 0 | 11 | 0 | 0.4 | 7 | 7 | -1
Cc1ccccc1N(C(=O)c1csnn1)C(C(=O)NC1CCCC1)c1ccncc1 (stereo not given) | -9 | -3 | -4 | 7 | 3 | 1.7 | -2 | 9 | -1
CCOc1ccccc1NC(=S)Nc1ccc(S(N)(=O)=O)cc1 | 18 | 0 | 0 | 17 | 16 | -0.1 | 0 | -34 | 22
CC(C)CC1(C)NC(=O)N(CC(=O)Nc2ccc3c(c2)CCC3)C1=O (stereo not given) | 1 | -1 | 1 | 2 | 0 | -0.5 | -3 | 8 | -6
Cc1ccc2[nH]c(=O)c3cc(C(=O)N4CCN(C(=O)c5ccco5)CC4)sc3c2c1 | 16 | 1 | -1 | 3 | 2 | 0.0 | 0 | 0 | -4
Cc1cc(NC(=O)c2ccc(S(=O)(=O)N(C)CC3CCCO3)cc2)no1 (stereo not given) | 15 | 0 | -1 | 3 | -2 | -0.5 | 1 | -23 | -12
O=C1C2C(C(=O)N1CC1CCCO1)C1C=CC2C12CC2 (stereo not given) | -2 | 0 | -2 | 6 | -2 | 0.8 | 2 | 30 | -1
CCOC(=O)c1ccc(-n2cccc2/C=C2\NC(=O)NC2=O)cc1 | -4 | -1 | -3 | 12 | -10 | -1.6 | -29 | 43 | 8
CCn1c(C)nc2cc(C(=O)N/N=C/c3ccccc3)ccc21 | -2 | -3 | -2 | 10 | -4 | 1.3 | -13 | -34 | 14
CC(=O)Nc1ccc(CC(=O)NCCC(c2ccccc2)c2ccccc2)cc1 | 10 | 2 | -5 | 12 | 0 | 0.9 | 10 | 24 | -33
C=C1CCN([C@H](C(=O)NCc2ccc(Cl)c(Cl)c2)C(C)C)S(=O)(=O)c2ccccc21 | 27 | 6 | -1 | -8 | 0 | 0.8 | 13 | 19 | -61
CCOC(=O)c1ccc(NC(=O)CSc2nccn2C)cc1 | 6 | -5 | 0 | -3 | -4 | 2.1 | -7 | 11 | 11
COCCCN1C(=O)C(=O)/C(=C(/O)c2ccc(OC)cc2)C12C(=O)N(C)c1ccccc12 (stereo not given) | 10 | -2 | -1 | -2 | -2 | 0.9 | 3 | 5 | 13
CCCCNC(=O)C1CCCN1C(=O)NC1CCCCC1 (stereo not given) | 3 | -5 | -1 | 0 | -1 | -0.9 | -4 | -32 | 5
Cc1[nH]c2ccccc2c1CCN(Cc1cccnc1)C(=S)Nc1ccc(F)cc1 | 14 | -2 | -4 | 7 | -3 | 0.1 | 5 | -17 | -12
CCOC(=O)c1sc2nc(N3CCOCC3)c3c(c2c1N)CCCC3 | 3 | 1 | 3 | 5 | -5 | -0.7 | 11 | 2 | 0
CC1CC(C)CN(C(=O)CCNS(=O)(=O)c2cccs2)C1 (stereo not given) | 12 | -1 | 2 | -7 | -9 | 3.2 | -5 | -5 | -2
O=C(CNC(=S)NC(=O)c1ccccc1)c1ccccc1 | 46 | -1 | -1 | 22 | 11 | 3.1 | -14 | -2 | -16
COc1ccc(OCCCC(=O)NNC(=O)CCN2CCN(c3ccccc3)CC2)cc1 | -8 | -3 | -1 | 5 | -11 | -2.0 | 9 | 20 | 17
COC(CNC(=O)CC1C(=O)N(Cc2ccccc2)C(C)c2nc3ccccc3n21)OC (stereo not given) | 1 | 1 | -3 | 13 | 7 | -2.2 | 2 | 22 | -1
COc1ccc(-c2cc(C)no2)cc1S(=O)(=O)Nc1ccccc1 | 32 | 18 | 1 | -10 | 1 | -0.4 | -14 | 55* | -10
COc1ccc(N2CCN(C(=O)c3cccc(S(=O)(=O)N4CCCc5ccccc54)c3)CC2)cc1 | 15 | -4 | -2 | 7 | -2 | 0.2 | 9 | 22 | 6
C#CCOCCOCCOCCNc1nc(N2CCN(C(=O)[C@H](CCCCN)n3cc([C@@H](N)[C@H](C)CC)nn3)CC2)nc(N2CCN(C(=O)[C@H](CCC(=O)O)n3cc([C@@H](N)CCSC)nn3)CC2)n1 | 6 | -4 | 2 | 2 | 0 | -0.9 | -1 | 31 | 6
CCC(=O)N1CCc2cc(S(=O)(=O)N3CCCCCC3)ccc21 | 25 | -1 | -4 | 5 | -4 | 1.4 | -7 | -29 | -30
CC1CC(=O)N(CC(=O)Nc2ccc(F)cc2)c2ccccc2S1(=O)=O (stereo not given) | 20 | -4 | 0 | -1 | 0 | 2.2 | 2 | -2 | 10
CCc1nnc(NC(=O)C2CCCN(c3nc4ccccc4s3)C2)s1 (stereo not given) | 16 | -6 | 0 | -2 | 7 | 0.9 | -9 | 2 | -19
COc1ccccc1CCNC(=O)c1c(C)nn(CC(C)C)c1Cl | 24 | 3 | -2 | 19 | 0 | 3.2 | -1 | -12 | 13
Cc1cc(Nc2ccc([N+](=O)[O-])cc2)c2ccccc2n1 | -5 | -2 | 0 | 1 | -2 | 0.4 | 2 | 93* | 3
C=CCN1C(=O)/C(=C\c2ccc(C)cc2)N=C1SCC(=O)NCCC | 6 | 0 | 0 | 18 | 7 | 0.6 | -13 | -16 | 3
O=C1C(O)CC2c3ccccc3CC3(CCCC3)N12 (stereo not given) | 4 | -4 | -5 | 14 | 5 | 0.5 | 6 | 17 | -52
CC(C)(C)NC(=O)C[C@H]1C[C@H](C(=O)N2CCCCC2)[C@@]2(CCc3ccccc3)c3[nH]c4ccc(Cl)cc4c3CCN2C1=O | 25 | · | 5 | 3 | 8 | 1.1 | 12 | 52* | ·
CCC(=O)Nc1cc(NC(=O)CSc2ncc(-c3ccc(F)cc3)n2Cc2ccco2)ccc1C | 3 | -4 | 0 | 12 | 6 | 3.5 | -2 | -48 | 5
CCn1cc(C(=O)NCc2ccc(C)cc2)c(=O)c2cc(S(=O)(=O)N(C)C)ccc21 | 5 | -4 | -3 | 12 | -2 | 2.0 | 6 | -12 | 16
CCOc1ncccc1C(=O)Nc1ccc2nc(C)sc2c1 | 19 | 1 | 9 | 2 | 0 | 5.1 | -4 | -11 | 31

This is a subset; count on the stated rates, not on these rows.
